PMI inhibitors: MPI enzyme activity inhibition – biochemical, fluorescence intensity, coupled assay, primary screen (AID 1209) | purified PMI enzyme, coupled fluorescence intensity; higher % means a stronger effect | one-dose inhibition, % at 20 µM; IC50 in µM for titrated hits | hit rate 0.42% among 190,000;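 further: plate controls were DMSO vehicle for no effect and wells lacking substrate for full effect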
Autophagy HCS: autophagy modulation, high-content screen | MEF GFP-LC3 puncta imaging; test concentration mostly 10 µM | calls only at 10 µM (by protocol) | hit rate 0.98% among 190,000 | AID 463193;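 active means percentage of spot-positive cells more than 3 SD above its plate mean, without a fluorescence outlier flag or 80% toxicity; inconclusive means no clear call, values can overlap the other calls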;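 further: spot-positive cell cutoff set from DMSO-treated cells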
Yfh1-off respiration: mitochondrial function rescue without frataxin homolog – Friedreich's ataxia, plus single-dose screen, dose response (AID 1465); S. cerevisiae Yfh1-off respiration, WST-1 reduction, 72 h; higher fold induction means a stronger effect; hit rate 0.074% among 220,000; fold induction at 50 µM, or EC50 in µM where a hit was titrated;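 active means fold induction of absorbance versus untreated yeast above a set limit, then at least 30% activation at any dose in follow-up; inconclusive means repeats straddling the limit, or above it without dose testing; inactive means fold induction below the set limit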;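 further: activators that raise dye reduction in frataxin-depleted yeast; strong numbers were not always called active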
Dynein transport: dynein cargo transport inhibition. z-score, hits read low. hit rate 0.47% among 220,000. AID 1381. 3617.4 mouse cells, GR-EGFP nuclear translocation imaging; test concentration mostly 20 µM; stimulated with dexamethasone, 1 µM; hits give low values;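 active means plate z-score of nuclear minus cytoplasmic receptor signal below a set negative limit, without overly bright fluorescence or cell loss, cut at about -3.5 in these data, passing the limit was not always enough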;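 further: z-score of nuclear minus cytoplasmic ring GR-EGFP intensity difference per well; some compounds called inactive have numbers as strong as hits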
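Buffer or medium: tet-free, stripped-serum medium; reagent: dexamethasone at 1.0 µM final, 30 min; incubation: 48 h induction, 1 h compound, 30 min dex at 37 °C; measured by: formaldehyde fixation, Hoechst nuclear stain, 10x automated fluorescence imaging; read-out: nuclear-to-cytoplasmic GR-EGFP distribution per well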
human PMI inhibitors: MPI inhibition at elevated mannose 6-phosphate – biochemical, fluorescence intensity, high mannose 6-phosphate, primary screen (AID 1220) | recombinant PMI enzyme, coupled fluorescence intensity; higher % means a stronger effect | one-dose inhibition, % at 20 µM; IC50 in µM for titrated hits | hit rate 0.66% among 190,000
MT stabilizer: microtubule stabilization, imaging screen; HeLa tubulin immunostaining HCS, 24 h; share of cells brighter than vehicle mean+2SD; % tubulin-high responders, % at 10 µM; hit rate 0.83% among 200,000;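 active means plate Z-score above 3 for both tubulin-high and condensed-nucleus cell shares, with cell loss under 80%, at 10 µM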;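 further: anti alpha tubulin signal scored within the nucleus-defined area of each cell; some results filed as inactive read as strong as hits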
b-catenin transl: alters nuclear translocation of beta-catenin in HeLa cells; immunofluorescence imaging; hit rate 0.3% among 190,000; AID 1665; nuclear translocation activity, % at 5 µM;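 active means nuclear translocation activity above 50% at 5 µM, with a well cell count of 50 or more; inconclusive means wells under 50 cells across six images, flagged as toxic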;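 further: per-cell ratio of nuclear to cytoplasmic median beta-catenin stain intensity; plate controls were DMSO negative control for no effect and GSK-3 inhibitor IX positive control for full effect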
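assay system = human HeLa cells, endogenous beta-catenin | times = compound treatment 24 h, 37°C, 5% CO2 | detection = Anti-beta-catenin immunofluorescence on PFA-fixed, Triton-permeabilized cells, DAPI nuclei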
WT yeast gro inh: growth inhibition of WT yeast, mitochondrial fusion screen; mitochondrial fusion phenotypic screen, WT strain; hit rate 2.1% among 190,000; inhibition, % at 10 µM; in the data active means inhibition above about 58%; tested in S. cerevisiae
Ins promoter up: MIN6 insulin promoter up-regulation; MIN6 insulin promoter-GFP reporter, high-content imaging; hits give high values; z-score at 5 µM; hit rate 0.3% among 190,000;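 active means z-score above 3 at 5 µM with at least 500 cells counted in the well; inconclusive means wells under 500 cells, flagged as cytotoxic or low count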
WT yeast gro inh mutant strain: also measured in WT yeast gro inh; calls as there; inhibition, %; mitochondrial fusion phenotypic screen, mutant strain inhibition
Dynein transport cytoplasmic EGFP: second read-out of Dynein transport, no call of its own (marks repeat the call); z-score; measured here: cytoplasmic GR-EGFP intensity; hits give high values
Dynein transport nuclear GR-EGFP: further read-out of Dynein transport, marked with its call; z-score; measured here: nuclear GR-EGFP intensity;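 lower value marks the stronger effect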
Dynein transport cell count: recorded beside Dynein transport, whose call it bears; z-score; measured here: cell count per field
Ins promoter up cell count: recorded beside Ins promoter up, whose call it bears; cell count; measured here: cytotoxicity, nuclei count;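 total cells summed across four imaged fields per well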
b-catenin transl cell count 5 µM: also measured in b-catenin transl; calls as there; cell count; measured here: cell count, cytotoxicity flag
MT stabilizer Hoechst-high %: also measured in MT stabilizer; calls as there; % Hoechst-high responders; measured here: nuclear condensation Hoechst responders;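 share of cells brighter than vehicle mean plus two SD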
MT stabilizer cytotoxicity %: also measured in MT stabilizer; calls as there; toxicity, %; measured here: cytotoxicity by cell density;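 0% = mean cell density of plate MIN control wells and 100% = no cells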
Autophagy HCS cell loss 18 h: also measured in Autophagy HCS; calls as there; toxicity, %; measured here: cell loss, nuclei count;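 cell loss after 18 h compound exposure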
Numbers without * were called inactive; i = inactive; ? = inconclusive; / = no result given. Unless noted, no stated cut-off is given here; in the data, active means inhibition above about 50%; inactive means the rest.

SMILES	PMI inhibitors	Autophagy HCS	Autophagy HCS cell loss 18 h	Yfh1-off respiration	Dynein transport	Dynein transport cytoplasmic EGFP	Dynein transport nuclear GR-EGFP	Dynein transport cell count	human PMI inhibitors	MT stabilizer	MT stabilizer Hoechst-high %	MT stabilizer cytotoxicity %	b-catenin transl	b-catenin transl cell count 5 µM	WT yeast gro inh	WT yeast gro inh mutant strain	Ins promoter up	Ins promoter up cell count
COc1ccc(C(=O)CSc2nnc(CNC(=O)c3ccco3)n2C)cc1	12%	i	10	i	0.28	-0.25	0.78	-0.46	7%	4.5	2.6	7.4	0.1	1425	4	14	0.65	1484
CCCCn1c(N)c(NCc2ccccc2OC)c(=O)[nH]c1=O	18%	i	-10	i	-0.69	0.54	0.013	0.13	31%	0.0	3.7	15	-1.0	1032	18	7	-0.34	1291
Cc1ccc(OCc2nc(C#N)c(N3CCCC3)o2)cc1	-9%	i	-8	i	-0.12	-0.16	0.028	1	-8%	2.6	1.9	3.6	-2.8	580	-8	-10	/	/
CCCOc1ccc(C(=O)NCCC(=O)NCCCC(=O)O)cc1	/	/	/	i	0.15	-0.27	-0.017	0.95	/	/	/	/	2.7	1219	/	/	-0.29	994
COCCCNc1c2c3c(cccc3[nH]c1=O)C(=O)c1ccccc1-2	-14%	?	/	i	-4.9*	-0.53*	-3*	0.33*	6%	15*	22*	60*	/	/	-1	5	/	/
Cn1c2ccccc2n2c(=O)cc(-c3ccccc3)c(C#N)c12	/	/	/	i	-0.26	0.51	-0.05	-0.15	/	/	/	/	-0.3	1132	/	/	-0.82	1324
CCOC(=O)C1CCCN(c2c(NCCCN(C)c3ccccc3)c(=O)c2=O)C1 (stereo unspecified)	12%	i	-1	i	2.1	0.035	1.6	-1.1	11%	2.5	2.9	6.4	/	/	14	15	0.94	938
CN(CC(=O)Nc1cccc(C#N)c1)Cc1ccc(Cl)cc1	5%	i	0	i	0.29	-0.21	0.52	-0.27	1%	2.8	3.4	5.8	0.8	1065	7	-16	-0.6	1237
O=C1CC(C(=O)Nc2ccc(Br)cc2)S/C(=N\N=C\c2ccco2)N1 (stereo unspecified)	/	/	/	i	0.28	-0.2	0.54	0.41	/	/	/	/	-0.9	1291	/	/	-0.49	1071
COc1ccccc1CC(=O)N1CCN(c2ccccn2)CC1	-5%	i	-10	i	0.89	-0.16	0.28	-0.79	-4%	3.3	1.7	4.9	1.8	1395	0	-5	-0.03	1355
O=C1NC(=S)N(C(=O)c2ccc(F)cc2)/C1=C/c1ccccc1	16%	i	-9	i	0.097	-0.27	-0.29	0.093	6%	3.4	3.1	13	0.0	1073	38	20	0.76	1535
N#Cc1nc(COc2cccc(Cl)c2)oc1N1CCCC1	0%	i	13	i	0.64	0.53	0.71	-0.57	-3%	2.4	3.6	4.0	-6.5	1193	13	6	-0.16	879
CCOc1ccccc1N/C=C(\C#N)c1nc2ccccc2n1C	0%	i	-11	i	0.83	-0.066	0.53	0.1	-2%	1.8	2.1	9.5	2.4	1112	-6	2	0.93	901
COc1ccc(C(=O)NNC(=O)OC(C)(C)C)cc1	/	/	/	i	0.26	-0.2	0.56	0.14	/	/	/	/	-0.5	1314	/	/	0.13	963
CC(C)CC(c1nnnn1Cc1ccc2c(c1)OCO2)N1CCC(C(N)=O)CC1 (stereo unspecified)	7%	i	1	i	-0.2	-0.34	-0.4	0.49	2%	1.2	2.2	4.5	0.4	1439	-5	-12	0.11	1469
C=CCn1c(=O)c2ccccc2n2c(SCC(=O)Nc3sc(C)c(CC)c3C(=O)OCC)nnc12	7%	i	-1	i	-0.25	-0.22	0.041	0.4	0%	2.9	1.7	5.8	3.9	1055	6	4	-0.28	1231
CCCC(=O)OCC(=O)Nc1cc(Cl)ccc1[N+](=O)[O-]	4%	i	-10	i	-0.33	-0.11	-0.12	0.44	5%	5.0	1.8	5.3	1.4	1096	8	-13	-0.21	1328
O=C(N/N=C/c1cccs1)c1c[nH]c2ccccc12	5%	i	17	i	-0.025	-0.11	0.061	-0.74	8%	5.8	1.9	15	1.6	925	-4	-4	/	/
CCN1CCN(c2nc3c(c(=O)[nH]c(=O)n3C)n2CCCc2ccccc2)CC1	/	i	-17	i	-1.1	-0.26	-0.28	1.3	/	/	/	/	-0.2	1576	4	-1	/	/
FC(F)Oc1ccc(NC(=S)Nc2ccc3cn[nH]c3c2)cc1	/	/	/	i	-0.72	-0.21	-0.56	0.31	/	/	/	/	-1.0	1268	/	/	0.22	1459
Cn1c(N)c(C#N)c(C#N)c1-c1ccccc1	/	i	-50	i	-1.6	-0.27	-0.8	0.83	/	3.9	1.6	3.7	/	/	/	/	/	/
CCCCCC(=O)NC(=S)Nc1cccc(-c2nc3ncccc3o2)c1	/	/	/	i	-1	-0.29	-0.47	0.9	/	/	/	/	-0.2	1337	/	/	-0.08	1072
O=[N+]([O-])c1ccccc1S(=O)(=O)N1CCN(Cc2ccc3c(c2)OCO3)CC1	2%	i	17	i	2.9	-0.2	1.7	-1.6	-4%	3.8	1.2	9.0	-0.6	989	13	6	0.14	1561
Cc1ccc(O)c(CCc2ccc(O)cc2)n1	-8%	i	-5	i	-0.18	-0.39	0.13	0.73	-10%	2.3	1.7	8.0	-1.4	997	-12	-10	-0.45	1583
CC(C)NC(=O)C12CC3CC(C1)CC(n1cnc(Cl)n1)(C3)C2	2%	i	-8	i	-0.87	-0.29	-0.51	0.55	4%	1.6	1.7	8.1	/	/	-1	-15	/	/
C[C@H](NC(=O)c1nc[nH]c1C(=O)NC(c1ccccc1)c1ccccc1)C(=O)OCc1ccccc1	/	/	/	i	-0.46	-0.78	-0.17	0.46	/	/	/	/	-1.5	1380	/	/	-0.36	930
CCN(CC)CC(=O)c1ccc(-c2ccccc2)cc1	-39%	i	-6	i	1.4	0.74	2.1	-3.5	-77%	4.1	2.2	1.8	1.4	992	-9	-2	-0.37	1451
CN(C)C(=O)CCSc1nnc(-c2ccco2)o1	-20%	i	11	i	0.86	-0.32	0.65	-0.54	-5%	2.4	3.5	6.6	-1.5	1066	-12	10	0.63	1219
CN(CC(=O)Nc1ccc(Cl)c(C(F)(F)F)c1)C(=O)/C=C/c1ccco1	-9%	i	0	i	-0.47	-0.31	-0.23	0.03	-15%	1.8	2.9	6.8	-2.6	556	16	-6	0.01	1291
O=C(c1ccco1)N1CCN(S(=O)(=O)c2cccs2)CC1	4%	i	-2	i	0.53	-0.16	0.25	-0.04	-5%	3.5	2.9	8.6	-1.9	1020	-2	-5	0.4	1461
c1ccc(C2NCCn3cccc32)cc1 (stereo unspecified)	-17%	i	-55	i	-0.89	-0.25	-0.54	0.48	-16%	3.9	2.8	9.4	-2.8	867	10	5	-0.08	1290
COc1ccc(C(=O)/C=C/C(=O)N(Cc2ccc(F)cc2)C(C(=O)NC2CCCCC2)c2ccncc2)c(O)c1 (stereo unspecified)	19%	i	11	i	0.52	-0.25	0.11	-0.71	3%	2.8	2.3	6.4	-1.6	922	49	10	-0.1	1325
COc1ccc(CCNC(=O)CS(=O)(=O)c2cn(CC(=O)N3CCOCC3)c3ccccc23)cc1OC	2%	i	14	i	-0.59	-0.24	-0.34	0.58	51%*	4.3	1.7	10	-1.8	1091	-8	11	0.69	1183
CCn1cc(CN2CCCC(CNS(=O)(=O)Cc3ccccc3)C2)cn1 (stereo unspecified)	1%	i	-13	i	1.6	0.005	1.1	-1.9	-2%	3.9	2.2	8.2	0.8	1087	-2	-11	0.32	1376
O=C(NCCCN1CCCC1=O)C1CCCO1 (stereo unspecified)	4%	i	-1	i	-0.81	-0.14	0.21	0.59	5%	1.1	2.2	8.3	-4.9	1050	14	17	0.39	1593
COc1ccc(-n2nc3ccccc3n2)cc1	-4%	i	6	i	2.4	-0.33	1.3	-0.84	-6%	12	1.0	1.6	-6.1	877	9	16	0.14	1256
Cc1cc(C)n2nc(SCC(N)=O)nc2n1	-14%	i	-11	i	-0.12	-0.35	-0.42	0.53	-6%	2.4	3.0	9.1	-2.9	1083	1	-6	-0.12	1292
CC(C)Cc1[nH]c(=O)c(C#N)c2c1CCCC2	8%	i	11	i	0.79	-0.19	0.39	0.32	9%	1.1	1.6	5.7	0.0	1073	18	10	-0.17	1326

Four structures already listed, arranged by length of the SMILES, smallest number first:
SMILES	PMI inhibitors	Autophagy HCS	Autophagy HCS cell loss 18 h	Yfh1-off respiration	Dynein transport	Dynein transport cytoplasmic EGFP	Dynein transport nuclear GR-EGFP	Dynein transport cell count	human PMI inhibitors	MT stabilizer	MT stabilizer Hoechst-high %	MT stabilizer cytotoxicity %	b-catenin transl	b-catenin transl cell count 5 µM	WT yeast gro inh	WT yeast gro inh mutant strain	Ins promoter up	Ins promoter up cell count
COc1ccc(-n2nc3ccccc3n2)cc1	-4%	i	6	i	2.4	-0.33	1.3	-0.84	-6%	12	1.0	1.6	-6.1	877	9	16	0.14	1256
Cc1cc(C)n2nc(SCC(N)=O)nc2n1	-14%	i	-11	i	-0.12	-0.35	-0.42	0.53	-6%	2.4	3.0	9.1	-2.9	1083	1	-6	-0.12	1292
CC(C)NC(=O)C12CC3CC(C1)CC(n1cnc(Cl)n1)(C3)C2	2%	i	-8	i	-0.87	-0.29	-0.51	0.55	4%	1.6	1.7	8.1	/	/	-1	-15	/	/
COc1ccc(CCNC(=O)CS(=O)(=O)c2cn(CC(=O)N3CCOCC3)c3ccccc23)cc1OC	2%	i	14	i	-0.59	-0.24	-0.34	0.58	51%*	4.3	1.7	10	-1.8	1091	-8	11	0.69	1183

From PubChem
